SIAE primary: inhibitors of human sialic acid acetylesterase SIAE | Q9HAT2 | SIAE FP-Rh probe binding, fluorescence polarization | inhibition, % at 9.66 µM | hit rate 0.69% among 370,000 | AID 1053197;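 active = inhibition above a cutoff: mean of compounds within the control limits plus 3 SD of those, cut at about 17% in these data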;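 note: 0% = plate median of compound wells and 100% = probe without SIAE protein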
LEDGF integ inh: blocks HIV-1 LEDGF/p75-dependent DNA integration | TR-FRET IN-LEDGF/p75 DNA integration, Eu/Cy5 | AID 743269 | hit rate 0.64% among 370,000 | inhibition, % at 3.7 µM;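 active = inhibition above the screen-wide mean plus 3 SD, cut at about 13% in these data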;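 note: signal is the Cy5 over europium emission ratio at 671 and 618 nm; 0% = plate median of compound wells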
PG9 Ab binder: binds the HIV-1 gp120 antibody PG9; TR-FRET gp120-PG9 antibody binding; inhibition, % at 6.7 µM; hit rate 0.43% among 360,000; in the data active = inhibition above about 8.5%
PRMT1 FP inh: inhibitors of human PRMT1 | recombinant PRMT1, activity-based probe fluorescence polarization | inhibition, % at 2.79 µM | hit rate 1.3% among 370,000;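 active = inhibition above about 21% made by adding two undisclosed values, limit read from the data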
NR1D1 modulator: modulators of human Rev-erb alpha DNA binding; Rev-erbα–FITC-DNA binding, fluorescence polarization, 90 min; activity, % at 10 µM; hit rate 0.79% among 370,000; AID 1259318;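 active = activity above about 14%, limit read from the data; passing the limit was not always enough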;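 note: 0% = DMSO wells with 35 nM protein and 100% = DMSO wells with 750 nM protein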
Target sequence (P20393 whole entry, looked up): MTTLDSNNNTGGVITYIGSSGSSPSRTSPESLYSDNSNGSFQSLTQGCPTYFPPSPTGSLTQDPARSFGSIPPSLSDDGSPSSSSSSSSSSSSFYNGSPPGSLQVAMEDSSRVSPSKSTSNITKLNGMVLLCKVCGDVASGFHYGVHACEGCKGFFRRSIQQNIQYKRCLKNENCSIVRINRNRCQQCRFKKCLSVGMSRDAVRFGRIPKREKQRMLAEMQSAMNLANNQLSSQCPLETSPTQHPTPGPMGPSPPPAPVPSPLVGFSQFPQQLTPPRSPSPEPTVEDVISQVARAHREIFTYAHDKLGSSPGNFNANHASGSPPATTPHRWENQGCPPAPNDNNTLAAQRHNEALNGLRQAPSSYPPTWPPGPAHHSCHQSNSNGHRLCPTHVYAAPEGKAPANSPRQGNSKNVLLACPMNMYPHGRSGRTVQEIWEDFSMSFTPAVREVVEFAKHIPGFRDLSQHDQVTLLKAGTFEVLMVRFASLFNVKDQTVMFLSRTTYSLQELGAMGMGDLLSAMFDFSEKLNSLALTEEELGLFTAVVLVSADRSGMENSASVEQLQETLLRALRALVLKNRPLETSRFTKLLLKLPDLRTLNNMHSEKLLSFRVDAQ
HTRA1 inh: blocks human HTRA1 serine peptidase | Q92743 | recombinant HTRA1, FP-rhodamine activity-based probe, fluorescence polarization | inhibition, % at 5.96 µM | hit rate 0.5% among 340,000 | AID 504803; in the data active = inhibition above about 36%;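 note: 0% = enzyme with DMSO and 100% = wells lacking enzyme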
TCR-CD3 inh: human TCR-CD3 binding inhibition | inhibition, % at 9.4 µM | AID 651800 | TAMRA-labeled TCR probe fluorescence, biochemical | hit rate 0.37% among 360,000; in the data active = inhibition above about 19%;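 note: recombinant mutant TCR 2C K166C tagged with TAMRA read by polarization; 0% = receptor in buffer alone and 100% = receptor with positive control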
TDP2 absorb: blocks human TDP2 phosphodiesterase activity | O95551 | recombinant TDP2, T5PNP hydrolysis, p-nitrophenol absorbance 415 nm | inhibition, % at 12.8 µM | hit rate 0.34% among 370,000 | AID 720702;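 active = inhibition above the mean of all tested compounds plus 3 SD, set per campaign, cut at about 25% in these data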;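 note: 0% = DMSO with enzyme and 100% = buffer with substrate but no TDP2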
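test system = human TDP2 enzyme | input = TDP2 enzyme at 120 nM final | medium = 50 mM Tris-HCl pH 7.5 with Mg2+, KCl, DTT, BSA | also added = T5PNP substrate, 5 mM | times = 2 h at 37 °C | technique = epi absorbance | benchmarks = high control without enzyme, low control DMSO plus TDP2 | replication = each compound tested once, singlicate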
mABHD4 FP: inhibitors of mouse ABHD4 | purified mABHD4, FP-Rh probe fluorescence polarization | inhibition, % at 8.92 µM | hit rate 0.54% among 370,000 | AID 720543;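 active = inhibition exceeding the mean over every tested compound plus 3 SD, cut at about 30% in these data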;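 note: 0% = plate median of compound wells and 100% = S159A mutant with DMSO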
Target sequence (Q8VD66 whole entry, looked up): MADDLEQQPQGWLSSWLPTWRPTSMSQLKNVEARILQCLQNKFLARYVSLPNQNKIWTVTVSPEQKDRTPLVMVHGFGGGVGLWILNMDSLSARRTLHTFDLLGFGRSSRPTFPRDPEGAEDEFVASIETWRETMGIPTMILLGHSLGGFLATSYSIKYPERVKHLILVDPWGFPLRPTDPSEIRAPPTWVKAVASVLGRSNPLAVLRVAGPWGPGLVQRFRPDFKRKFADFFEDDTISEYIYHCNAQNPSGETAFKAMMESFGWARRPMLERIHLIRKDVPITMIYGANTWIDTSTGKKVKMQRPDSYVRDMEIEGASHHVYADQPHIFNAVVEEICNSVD
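Assay system: Wild-type mouse ABHD4 protein | Medium: HEPES pH 7.0 buffer, 150 mM NaCl, 0.01% Pluronic F-127 | Incubation: Enzyme–compound pre-incubation 45 min, then probe 60 min, both 25 °C | Technique: Fluorescence polarization with parallel and perpendicular emission, 525/598 nm | Evaluation: % inhibition of FP-Rh probe binding versus controls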
rCAG binder: r(CAG) repeat RNA binding. inhibition, % at 3 µM. hit rate 1.3% among 370,000. TO-PRO-1 dye displacement fluorescence;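 active = inhibition above the plate cutoff, the mean of all test compounds on that plate plus 3 SD, cut at about 35% in these data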;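 note: 0% = DMSO alone and 100% = 100 µM mitoxantrone as full dye displacement; higher means more dye released from RNA so lower well fluorescence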
* hit, by the source's call; . = no result given.

SMILES	SIAE primary	LEDGF integ inh	PG9 Ab binder	PRMT1 FP inh	NR1D1 modulator	HTRA1 inh	TCR-CD3 inh	TDP2 absorb	mABHD4 FP	rCAG binder
Cc1cccc(-n2c(SCC(N)=O)nnc2-c2ccco2)c1	-6	-2	-0.1	-1	3	-1	5	-7	-1	-3
CCOC(=O)c1nn(-c2cccc(OC)c2)c2nc(CC)c(C#N)c(=O)n12	-9	1	28*	0	37*	3	-6	1	1	1
CCCCNC(=O)C1(NC(=O)Nc2ccccc2)CCCCC1	8	1	1.3	-1	-8	-1	-4	1	4	0
Cc1cccc(-n2nnc(C(=O)Nc3ccc(F)cc3)c2N)c1	-11	-1	-0.7	-2	-1	-12	2	-2	0	1
O=C(/C=C/C(=O)N1CCc2ccccc2C1)N1CCc2ccccc2C1	6	-1	-1.0	2	3	-14	-4	5	-1	-4
CCCCCCSc1ccc([C@@H]2[C@H]3C(=O)N(CC)C(=O)[C@H]3[C@]3(C(=O)OC)CCCN23)cc1	0	1	0.0	9	-4	-16	2	-7	-6	7
O=C(c1[nH]ncc1-c1cccc(Br)c1)C1CO1 (stereo unspecified)	7	2	-0.9	0	-4	-5	-7	15	-4	1
CC(C)(C)n1nnnc1C(c1cccnc1)N(Cc1ccccc1)Cc1cccs1 (stereo unspecified)	1	2	0.1	4	4	-35	8	1	-7	-4
CCn1c(SCC(=O)c2cc(OC)ccc2OC)nnc1C(C)C	8	2	0.1	0	-3	0	3	9	9	-6
CC(Cc1cccnc1)NC(=O)c1cc(COc2ccc(F)cc2Cl)on1 (stereo unspecified)	3	0	-1.0	3	-5	0	-4	-8	0	-6
CCOc1ccc(N(C)S(=O)(=O)c2ccc(C)c(C(=O)NCc3ccccc3OC)c2)cc1	-11	7	-0.7	-1	5	-10	-5	-26	-11	5
CN1C(=O)Cc2cc(S(=O)(=O)Nc3ccc(Cl)cc3)ccc21	-30	5	-3.0	-5	2	-12	-1	2	5	15
O=C(NCc1ccccn1)c1ccc(Cl)c(NC2=NC3CS(=O)(=O)CC3S2)c1 (stereo unspecified)	-2	3	0.2	-2	-1	-4	6	-1	-3	0
O=C(Nc1nc2ccccc2c(=O)s1)c1ccco1	-6	-2	3.2	1	-5	2	3	6	0	1
CN(C)C(=O)CSc1nnc(CCNC(=O)OC(C)(C)C)o1	4	-2	1.0	0	-1	6	1	-10	-31	4
C/C(=N/NS(=O)(=O)c1cc(C)ccc1C)c1ccc2c(c1)OCO2	5	-1	-2.2	2	-1	1	8	6	-1	6
N#CCSc1nc2sccc2c(=O)n1-c1ccccc1	8	-2	-2.5	0	2	-7	-7	7	3	6
CN(CC(=O)Nc1c(Cl)cccc1Cl)C(=O)CCCN1C(=O)c2ccccc2C1=O	4	-1	-0.9	-2	4	3	9	-13	-5	-8
O=C(Cc1ccc(Cl)cc1)Nc1ccccc1Sc1ccccc1	-6	-4	0.7	0	6	-18	2	-11	-10	-6
O=C(N/C(=C/c1cn(-c2ccccc2)nc1-c1ccccc1)C(=O)N1CCOCC1)c1ccc(Cl)cc1Cl	-2	-1	-1.3	2	2	-3	3	-1	2	2
c1ccc2c(c1)CCNC2c1ccncc1 (stereo unspecified)	3	2	3.1	6	3	1	-5	-8	-2	-3
O=C1CCC[C@@H]2[C@H](Cc3ccccc3)[C@@H](O)C[C@@H]3CCN1[C@@H]32	5	-2	-0.3	1	-5	8	-1	9	9	-1
O=C(O)c1ccc(CN2C(=O)c3ccccc3S2(=O)=O)cc1	-2	2	-0.3	0	2	4	3	4	-4	4
O=C(O)C1(S(=O)(=O)c2ccc(Cl)cc2)CCC1	0	1	0.9	1	-5	0	-2	5	9	1
Cc1cccc2sc(NNC(=O)C3=COCCO3)nc12	15	3	-1.9	3	0	-4	2	13	9	4
Cc1ccc(-c2nnc(N(C)C(=O)C3CCCO3)s2)cn1 (stereo unspecified)	0	0	-2.6	0	-2	2	1	3	5	1
O=C1CCC(=O)N1CCSC(=S)N1CCSCC1	7	1	-2.5	-5	-6	-7	12	10	2	-1
CCOC(=O)c1ccc(N/C(=N/S(=O)(=O)c2ccccc2)c2ccccc2)cc1	-4	-2	1.3	-2	-2	-18	10	2	-14	1
COC(=O)c1cc[n+](CC(=O)c2ccccc2)cc1	6	1	-0.5	9	3	1	2	-5	9	2
Oc1ccccc1Cn1nnc2ccccc21	-1	-6	2.1	0	4	-2	-6	-9	3	1
COc1cccc(CN2CCN(Cc3cc4ccccc4o3)CC2CCO)c1 (stereo unspecified)	-3	0	-3.7	1	-6	-4	-1	-2	4	-13
O=C(CSc1ccccc1)NCC(c1ccco1)N1CCCCC1 (stereo unspecified)	0	0	1.3	0	5	3	0	0	1	1
O=C(NC1CC1)C1=C[C@@H](c2ccc(C(F)(F)F)cc2)C[C@@H](OCc2ccc(CO)cc2)O1	2	-3	1.3	-2	0	-19	-2	-1	-2	-5
CN1OC(COC(=O)c2ccc(Cl)cc2Cl)CC1c1ccccc1 (stereo unspecified)	-5	-3	0.8	-2	-3	-12	-5	10	-4	-4
COc1cccc(-c2cc(C(=O)Nc3ccc(OC)c(OC)c3)no2)c1	-2	0	-3.5	2	0	4	-5	-10	-5	-1
O=C(COc1ccccc1-c1ccccc1)NNC(=O)NC1CCCCC1	-2	3	0.1	1	1	2	-3	-8	0	-7
COc1ccc(CN(C)C(=O)COC(=O)c2c(-c3ccccc3Cl)noc2C)cc1	-6	2	-1.3	0	-1	-15	7	-1	-2	-4
O=S(=O)(c1ccc2nc(-c3ccccc3)[nH]c2c1)N1CCN(c2cccc(Cl)c2)CC1	-8	1	-2.0	1	-5	-2	68*	-10	-4	8
CCCCNC(=O)[C@@H]1CCCN1S(=O)(=O)c1cccc2cccnc12	-1	-1	0.1	-1	2	0	-6	-15	2	-6
CCN(CC)C(=O)[C@H]1C[C@H](CC(=O)NC(C)(C)C)C(=O)N2CCc3c([nH]c4cc(CCC(=O)N(C)C)ccc34)[C@]12C	10	-2	-1.3	3	1	4	-2	-12	2	-1
CC1CC(c2ccccc2)n2nc(NC(=O)CCc3ccccc3)nc2N1 (stereo unspecified)	2	-2	0.8	0	5	-52	3	-8	2	-6
Cc1ccc(C(=O)N(Cc2ccccn2)CC2CCCO2)cc1 (stereo unspecified)	-3	-2	.	-2	-8	.	.	7	3	-1
O=C(Cc1ccccc1)N1CCN=C1SCc1cccc([N+](=O)[O-])c1	1	0	-1.2	1	1	-2	7	8	5	-4
O=C(Nc1cnn(Cc2ccc(Cl)cc2)c1)c1cccs1	3	1	-0.6	-4	7	-15	2	-16	-6	-2
COc1ccc(C(=O)Nc2ccccc2N2CCCCC2)cc1[N+](=O)[O-]	-11	-1	-0.5	0	4	-1	7	-3	1	2
COc1ccc(OC)c(/C=N/NC(=O)c2cnccn2)c1	0	-4	1.5	3	0	-4	-1	2	0	-3
COc1ccccc1NS(=O)(=O)c1ccc(C(=O)N2CCCCCC2)cc1	3	-3	-1.4	-3	-6	6	0	6	0	4
CCOC(=O)c1ccc(-c2ccc(/C=N/NC(=O)Cc3nnc(N)s3)o2)cc1	2	1	-1.1	2	1	-12	-2	-1	4	11
CCCN1C(=O)C2(OCCO2)c2cc(Cl)ccc21	-2	1	-1.4	-1	2	9	-1	17	1	-2
C=CCNC(=S)NCC=C	1	6	-1.6	-2	-3	3	4	7	0	-1

(listing goes on)
SMILES	SIAE primary	LEDGF integ inh	PG9 Ab binder	PRMT1 FP inh	NR1D1 modulator	HTRA1 inh	TCR-CD3 inh	TDP2 absorb	mABHD4 FP	rCAG binder
C[C@H](CO)N1C[C@H](C)[C@H](CN(C)Cc2ccc(Oc3ccccc3)cc2)Oc2ccc(NC(=O)Nc3cccc4ccccc34)cc2CC1=O	-47	-1	0.0	1	8	-66	-3	7	-40	12
CC(C)n1c(SCC(=O)c2ccc3c(c2)OCCO3)nc2c1c(=O)n(C)c(=O)n2C	0	-1	-0.7	0	2	.	0	-3	5	-4
NS(=O)(=O)c1ccc(NC(=O)C(Sc2ccccc2)c2ccccc2)cc1 (stereo unspecified)	-18	3	-0.2	3	2	-35	-8	7	-13	16
CCOC(=O)C1=CNS(=O)(=O)NC1c1ccc(C(F)(F)F)cc1 (stereo unspecified)	6	3	1.4	-2	1	1	9	10	-1	2
Cc1cccc(N2CCN(S(=O)(=O)c3c(C)[nH]c(C)c3C(=O)N3CCCC3)CC2)c1C	3	5	0.4	1	-3	5	3	22	4	-10
C=CCOc1ccc(Br)cc1CNC(C)(C)C	-1	-5	-1.8	3	-1	1	-3	-1	2	0
O=C(CC1CCCC1)Nc1ccc(Cl)c(S(=O)(=O)N2CCOCC2)c1	-1	-2	1.1	-1	-1	1	3	5	-1	3
COC(=O)[C@]12C[C@H](CC(=O)N3CCN(C(=O)c4ccco4)CC3)C(=O)N(CCC3=CCCCC3)C1=C[C@H](C1CCCC1)O[C@@H]2C	-5	3	.	1	5	.	.	-7	0	2
S=C(NCC1CCCO1)N1CCN(c2nc(-c3ccc(Cl)cc3)cs2)CC1 (stereo unspecified)	7	-4	-1.3	5	12	-16	1	-17	-36	2
c1csc(-c2nn3c(Cn4nnc5ccccc54)nnc3s2)c1	6	-3	-2.0	2	-2	1	1	-1	-7	2
c1ccc2c(c1)nc(N1CCCCCC1)c1nncn12	-2	-2	-0.4	3	0	-7	-3	0	0	2
CC(=O)Nc1ccc(NC(=O)C(C)OC(=O)CCC2CCCC2)cc1 (stereo unspecified)	1	2	-1.1	-1	-2	-1	-2	2	-1	-2
CCS(=O)(=O)N1Cc2ccccc2CC1C(=O)Nc1nc2ccccc2s1 (stereo unspecified)	-12	0	-1.1	1	0	-27	-4	-8	-17	6
COc1ccc(NC(=O)COC(=O)Cc2ccc(-c3ccccc3)cc2)c(OC)c1	2	-1	-1.6	1	4	-21	8	4	0	1
COc1ccc(OCCCn2cccc2/C=C2/C(=N)N3OC(C)=CC3=NC2=O)cc1	-6	5	-2.2	-7	5	-35	3	-14	-25	8
O=C(CN1CCOCC1)NNC(=S)Nc1ccccc1	-1	3	0.0	0	2	7	4	14	0	1
Cc1ccc(S(=O)(=O)N2CCC(=O)N([C@H](COCc3cccc(C(F)(F)F)c3)C(C)C)CC2)cc1	-4	-5	0.1	1	-2	.	-2	3	7	-1
COc1ccc(CNCC#Cc2cccnc2)c(OC)c1	6	-2	.	1	-11	.	.	-3	4	3

Single records, as listed above. Order of screens: SIAE primary, LEDGF integ inh, PG9 Ab binder, PRMT1 FP inh, NR1D1 modulator, HTRA1 inh, TCR-CD3 inh, TDP2 absorb, mABHD4 FP, rCAG binder
`COc1cccc(-c2cc(C(=O)Nc3ccc(OC)c(OC)c3)no2)c1` is listed as -2, 0, -3.5, 2, 0, 4, -5, -10, -5, -1
`Cc1cccc2sc(NNC(=O)C3=COCCO3)nc12` is listed as 15, 3, -1.9, 3, 0, -4, 2, 13, 9, 4

Screening results: PubChem BioAssay, several laboratories

The list is partial; rates above refer to the full screens.
